UTI89 phage lysis: inhibition of K1F phage lysis, E. coli UTI89, bacterial capsule biogenesis inhibitors, alamar blue (AID 488966); E. coli UTI89 K1F phage lysis, alamar blue, 2 h; higher % means a stronger effect; inhibition, % at 100 µM; hits with a dose series show IC50 in µM; 340,000 tested, 0.02% active;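 active means phage lysis inhibition, versus mean bacterial control, above a set limit; inconclusive means no clear call, values can overlap the other calls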;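 further: capsule biogenesis inhibitors block K1F phage lysis so surviving cells raise fluorescence; higher fluorescence means more inhibition of phage lysis; actives were called in the ten point dose series up to 300 µM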
Dengue-2 NS5 capping: Dengue-2 NS5 methyltransferase inhibitors, primary screen, biochemical, confirmation dose response (AID 588689) | Dengue-2 NS5 methyltransferase capping enzyme assay, biochemical; higher % means a stronger effect | inhibition, % at 25 µM, or IC50 in µM where a hit was titrated | 340,000 tested, 0.3% active; in the data active means a potency from the dose series; inconclusive means inhibition above about 29% without an active follow-up result
WT yeast gro inh: growth inhibition of WT strain, primary screen, mitochondrial fusion inhibitor project, WT and mutant strains, chemical genetic. mitochondrial fusion phenotypic screen. inhibition, % at 10 µM. 190,000 tested, 2.1% active; in the data active means inhibition above about 58%; tested in S. cerevisiae
RSV CPE inhibition: RSV antiviral activity via CPE protection, HEp-2 cells, primary 10 µM value included (AID 2391) | HEp-2 cells, RSV-induced CPE inhibition; higher % means a stronger effect | CPE inhibition, % at 10 µM; hits with a dose series show IC50 in µM | 310,000 tested, 0.13% active; in the data active means a potency from the dose series; inconclusive means CPE inhibition mostly from about 23% at the one dose, without a potency; inactive means the rest, 99 in 100 with CPE inhibition below about 21%; further: strong numbers were not always called active
Autophagy HCS: autophagy modulators in MEF cells, primary screen, imaging, high-content, MEF GFP-LC3; 190,000 tested, 0.98% active; calls only at 10 µM (by protocol); MEF GFP-LC3 puncta imaging; test concentration mostly 10 µM; AID 463193, 2010;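 active means percentage of spot-positive cells more than 3 SD above its plate mean, without a fluorescence outlier flag or 80% toxicity; inconclusive means no clear call, values can overlap the other calls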;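 further: spot-positive cell cutoff set from DMSO-treated cells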
AID2073: inhibitors of Mint1-CaV2.2 protein interaction, biochemical, HTRF (AID 2073); Voltage-dependent N-type calcium channel subunit alpha-1B (Homo sapiens); HTRF protein-protein interaction, Mint1-CaV2.2; higher % means a stronger effect; inhibition, % at 20 µM, or IC50 in µM where a hit was titrated; 290,000 tested, 0.19% active; in the data active means inhibition mostly above about 51%, no sharp cut-off; inconclusive means no clear call, values can overlap the other calls; inactive means mostly below about 53%; further: some results filed as inactive read as strong as hits
GPR35 antagonists: GPR35 antagonists blocking zaprinast-driven arrestin recruitment, primary screen, imaging, U2OS, beta-arrestin-GFP, zaprinast agonist (AID 2058); U2OS GPR35 beta-arrestin-GFP translocation imaging, zaprinast antagonism; higher % means a stronger effect; inhibition, % at 10 µM, or IC50 in µM where a hit was titrated; 290,000 tested, 0.052% active;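 active means inhibition of at least 50% with at least 30 cells and total cytoplasm GFP at most 10,000,000; inconclusive means under 30 cells or total GFP of 10,000,000 plus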
LYP phosphatase: inhibitors of LYP phosphatase, biochemical, fluorescence intensity, uHTS (AID 1779); 290,000 tested, 0.054% active; inhibition, % at 11.5 µM, or IC50 in µM where a hit was titrated; Tyrosine-protein phosphatase non-receptor type 22 (Homo sapiens); recombinant LYP phosphatase, fluorescence intensity; higher % means a stronger effect; in the data active means inhibition above about 50%;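 further: plate controls were vehicle with enzyme for no effect and no enzyme for full effect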
NTR1 ag: agonists of NTR1, primary screen, imaging, U2OS cells, beta-arrestin-GFP, high content (AID 493036). NTR1-U2OS beta-arrestin-GFP spot imaging, agonist mode. 330,000 tested, 0.17% active. activation, % at 20 µM;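 active means activation at or above 40% of the spot to cytoplasm intensity ratio, with at least 20 cells analyzed; inconclusive means wells under 20 cells, flagged as cytotoxic or low count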;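 further: 0% = DMSO without peptide and 100% = 100 nM NTR1 peptide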
Target sequence (P30989 whole entry, looked up): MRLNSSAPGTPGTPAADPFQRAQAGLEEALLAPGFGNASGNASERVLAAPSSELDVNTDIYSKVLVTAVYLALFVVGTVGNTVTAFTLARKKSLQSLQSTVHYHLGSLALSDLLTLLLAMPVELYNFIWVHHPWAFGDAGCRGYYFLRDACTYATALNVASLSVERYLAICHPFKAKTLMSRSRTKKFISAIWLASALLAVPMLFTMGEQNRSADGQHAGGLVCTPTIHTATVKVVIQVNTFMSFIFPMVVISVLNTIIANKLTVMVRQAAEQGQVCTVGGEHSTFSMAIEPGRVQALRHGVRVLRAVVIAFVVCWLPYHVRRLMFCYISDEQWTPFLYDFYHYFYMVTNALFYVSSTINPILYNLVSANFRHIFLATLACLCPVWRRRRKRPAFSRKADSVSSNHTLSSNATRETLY
WT yeast gro inh mutant strain: recorded beside WT yeast gro inh, whose call it bears; inhibition, %; mitochondrial fusion phenotypic screen, mutant strain inhibition
Autophagy HCS cell loss 18 h: also measured in Autophagy HCS; calls as there; toxicity, %; measured here: cell loss, nuclei count;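 cell loss after 18 h compound exposure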
NTR1 ag cell count 20 µM: further read-out of NTR1 ag, marked with its call; cell count; measured here: cell count, cytotoxicity flag
Dengue-2 NS5 capping pilot replicate: further read-out of Dengue-2 NS5 capping, marked with its call; inhibition, %; measured here: pilot screen replicate inhibition
An asterisk follows results filed as active; i = inactive; ? = inconclusive; . = no result given; [ ] = dose if it differs, or a comment.

SMILES	UTI89 phage lysis	Dengue-2 NS5 capping	WT yeast gro inh	WT yeast gro inh mutant strain	RSV CPE inhibition	Autophagy HCS	Autophagy HCS cell loss 18 h	AID2073	GPR35 antagonists	LYP phosphatase	NTR1 ag	NTR1 ag cell count 20 µM	others
Cc1ncc(CN2CCCC(C(=O)c3cccc(OC(C)C)c3)C2)s1 (stereo not given)	0.2%	-7%	18	28	4.4%	i	-10	1%	-6%	-8%	-0.4	80
CCCCCCn1c(O)c(/C=N/N2CCCCCC2)c(=O)[nH]c1=O	-0.4%	-3%	.	.	.	.	.	-2%	-2%	-3%	4.1	49
CCCCOP(=O)(CN1CCOCC1)OCCCC	0.3%	-4%	9	-2	-0.6%	i	0	0%	3%	-10%	-0.9	53
O=C(Cn1ncc2ccccc21)N1CCC2(CC1)OCCO2	5.3%	3%	2	25	0.6%	i	0	3%	20%	-2%	1.7	51
O=C(c1cc2nc(-c3ccccc3)cc(-c3ccccc3)n2n1)N1CCC2(CC1)OCCO2	0.4%	-1%	0	-11	3.6µM*	i	-4	29%	-16%	12%	8.7	46
CCC(C)(C)n1nnnc1C(c1cccs1)N1CC=C(c2ccc(F)cc2)CC1 (stereo not given)	1.4%	-6%	72*	57*	1.2%	i	22	42%	0%	0%	2.4	50
O=C1C2CCN(CC2)C1Cc1ccccc1O (stereo not given)	.	.	4	2	1.9%	i	-20	7%	-6%	-10%	-0.8	42
COc1ccc(N2C(=O)NC(=O)/C(=C/c3ccc(N4CCOCC4)cc3)C2=O)cc1	.	.	10	-1	1.4%	i	-6	30%	0%	4%	0.1	40
Cc1cnc[nH]1	-0.3%	-7%	.	.	1.0%	.	.	.	.	.	3.3	59
Cc1cc(C)[n+](CCCC[n+]2c(C)cc(C)cc2C)c(C)c1	1.3%	-13%	.	.	1.6%	.	.	.	.	.	-0.3	94
C[N+](C)(C)CCc1ccc(O)cc1	5.4%	-1%	-6	-4	1.9%	i	6	-3%	-3%	-7%	-2.4	92
Cn1c(=O)cc(OCC(=O)N2CCN(C3CCCCC3)CC2)c2ccccc21	4.2%	1%	4	8	-1.9%	.	.	0%	12%	0%	-2.6	59
CCOCCN1CCC(OC(C)=O)C(C)C1 (stereo not given)	0.7%	-2%	-4	34	1.6%	i	22	-6%	2%	-1%	-0.9	85
CC/C(CC(c1ccccc1)c1c(O)c2ccccc2oc1=O)=N\NC(N)=S (stereo not given)	5.5%	-1%	8	-1	0.5%	i	11	9%	-2%	-4%	-1.1	35
OCC(Cl)CCl (stereo not given)	-0.8%	4%	.	.	2.4%	.	.	.	.	.	-1.8	46
COC(=O)C1=C(c2c(C)noc2C)C[C@@H]2CC[C@H]1N2C(=O)NCCNC(C)=O	0.4%	5%	.	.	-0.9%	.	.	.	.	.	2.0	28
COCCn1c(O)c(/C=N/NC(=O)CSC(=S)N2CCCC2)c(=O)[nH]c1=S	0.7%[50 µM]	-9%	.	.	1.6%	.	.	.	.	.	7.9	62
O=C(Cn1ncn2c(cc3cc(F)ccc32)c1=O)N1CCC2(CC1)OCCO2	0.4%	5%	.	.	-0.7%	.	.	12%	-4%	-6%	0.2	48
CC[N+]12CCC(CC1)C(=C(c1ccccc1)c1ccccc1)C2	6.5%	-1%	1	-5	0.4%	i	10	-4%	8%	-8%	0.4	60
CC12CN3CC(C)(CN(C1)C31CCSCC1)C2=O	-0.1%	2%	18	21	.	i	8	6%	13%	-2%	0.3	35

Structures above that contain fluorine, in the order listed:
SMILES	UTI89 phage lysis	Dengue-2 NS5 capping	WT yeast gro inh	WT yeast gro inh mutant strain	RSV CPE inhibition	Autophagy HCS	Autophagy HCS cell loss 18 h	AID2073	GPR35 antagonists	LYP phosphatase	NTR1 ag	NTR1 ag cell count 20 µM	others
CCC(C)(C)n1nnnc1C(c1cccs1)N1CC=C(c2ccc(F)cc2)CC1 (stereo not given)	1.4%	-6%	72*	57*	1.2%	i	22	42%	0%	0%	2.4	50
O=C(Cn1ncn2c(cc3cc(F)ccc32)c1=O)N1CCC2(CC1)OCCO2	0.4%	5%	.	.	-0.7%	.	.	12%	-4%	-6%	0.2	48

(cont.)
SMILES	UTI89 phage lysis	Dengue-2 NS5 capping	WT yeast gro inh	WT yeast gro inh mutant strain	RSV CPE inhibition	Autophagy HCS	Autophagy HCS cell loss 18 h	AID2073	GPR35 antagonists	LYP phosphatase	NTR1 ag	NTR1 ag cell count 20 µM	others
O=c1c2cc([N+](=O)[O-])ccc2nc(CN2CCOCC2)n1-c1ccccc1F	.	.	3	9	.	i	2	-16%	7%	-1%	.	.
CC(=Nc1ccc2c(c1)CCC2)c1c(O)n(-c2ccccc2)c(=O)[nH]c1=O	-0.5%	15%	.	.	.	.	.	2%	-3%	-6%	2.6	46
COc1ccc2c(c1)c(C(=O)O)c(C)n2CC(C)C	0.0%[50 µM]	-6%	12	7	-0.3%	i	-24	-2%	-5%	-6%	0.2	36
FC(F)(F)/C(=N\P(=S)(N1CCOCC1)N1CCOCC1)N1CCOCC1	4.0%	-6%	-6	3	1.1%	i	8	-1%	-1%	-8%	-0.3	74
Fc1ccc(N2CCN(Cc3cc4c(cc3Br)OCO4)CC2)cc1	0.2%	-2%	.	.	-0.5%	.	.	5%	2%	-5%	1.8	57
O=C(Cc1ccccc1)Oc1cccc(N2C(=O)CCC2=O)c1	1.6%	-1%	8	-6	3.1%	i	17	7%	20%	-8%	-0.7	31
CN1C(=O)C(Cc2c[nH]c3ccccc23)C(=O)N(C)C1=O	.	.	3	20	.	i	-1	5%	-2%	0%	.	.
Oc1ccc2c3c1OC1C(O)CC[C@@]4(O)[C@@H](C2)N(CC2CCC2)CC[C@]314 (stereo not given in full)	.	.	7	7	-1.3%	.	.	23%	-10%	3%	-0.7	48
CS(=O)(=O)Nc1ccc(Cc2noc(-c3ccc4[nH]cc(CCN)c4c3)n2)cc1	.	.	-10	7	0.2%	.	.	17%	-2%	0%	1.0	68
Cc1cccc(C#N)c1	0.6%	3%	.	.	1.8%	.	.	.	.	.	-0.7	60
O=[N+]([O-])c1cc(F)c(N2CCCCCC2)cc1N1CCNCC1	1.7%	-10%	10	22	21%	i	23	-14%	-11%	-2%	-1.0	90
CCc1ccc(-c2nn(Cc3ccccc3)cc2C=O)cc1	1.1%	-2%	20	18	2.2%	i	24	2%	-13%	-4%	7.4	36
COc1ccc(OC)c([C@@H](O)[C@H](C)NC(C)(C)C)c1	7.3%	-1%	-3	-19	0.7%	i	16	-6%	-3%	-4%	2.1	50
O=C(c1cc2c(s1)CCCC2)N1CCC2(CC1)OCCO2	0.1%	-3%	-10	-15	0.6%	i	4	4%	0%	0%	0.2	78
CC(=O)Nc1ccc(OC(=O)N(C)c2ccccc2)cc1	1.4%	-1%	2	-2	-0.3%	i	14	-3%	12%	-2%	-1.3	60
CCOP(=S)(OCC)Oc1cc(C)oc(=O)c1Cl	1.1%	-2%	.	.	3.8%	.	.	16%	-2%	-10%	0.2	41
CCCCCP(=O)(O)c1ccccc1	0.2%	-5%	10	-1	-2.0%	i	-14	1%	-8%	-6%	-1.5	65
Cc1ccc(-n2c(O)c(C=Nc3ccccc3N)c(=O)[nH]c2=O)cc1C	0.4%	-1%	1	-1	1.7%	i	20	-11%	-16%	-8%	0.6	50
CCCCn1c(O)c(C(=O)/C=C/c2ccc3c(c2)OCO3)c(=O)[nH]c1=O	-0.1%	-5%	.	.	1.7%	.	.	17%	-6%	-4%	-0.9	34
Cc1ccc(C(C)C)c(OCC#CCN2CCCC2)c1	0.5%	-10%	8	12	-2.9%	i	16	-8%	16%	0%	0.3	36

Among those listed so far, these contain a Cl atom.
SMILES	UTI89 phage lysis	Dengue-2 NS5 capping	WT yeast gro inh	WT yeast gro inh mutant strain	RSV CPE inhibition	Autophagy HCS	Autophagy HCS cell loss 18 h	AID2073	GPR35 antagonists	LYP phosphatase	NTR1 ag	NTR1 ag cell count 20 µM	others
OCC(Cl)CCl (stereo not given)	-0.8%	4%	.	.	2.4%	.	.	.	.	.	-1.8	46
CCOP(=S)(OCC)Oc1cc(C)oc(=O)c1Cl	1.1%	-2%	.	.	3.8%	.	.	16%	-2%	-10%	0.2	41

The list goes on.
SMILES	UTI89 phage lysis	Dengue-2 NS5 capping	WT yeast gro inh	WT yeast gro inh mutant strain	RSV CPE inhibition	Autophagy HCS	Autophagy HCS cell loss 18 h	AID2073	GPR35 antagonists	LYP phosphatase	NTR1 ag	NTR1 ag cell count 20 µM	others
C=C1C(=O)O[C@@H]2C[C@@H](C)[C@@H]3C=CC(=O)[C@@]3(C)[C@@H](O)[C@H]12	-11%	?	.	.	-3.7%	.	.	-18%	-15%	-1%	3.5	71
COC(=O)C1=C(c2cc3ccccc3o2)C[C@@H]2CC[C@H]1N2C(=O)NCCNC(C)=O	0.8%	-4%	.	.	0.0%	.	.	.	.	.	-1.5	83
Cc1nnc2n1-c1ccc(Cl)cc1C(c1ccccc1)=NC2	.	.	-11	-5	.	.	.	7%	-3%	-3%	.	.
O=C(Cn1c(=S)[nH]c2ccccc2c1=O)N1CCC2(CC1)OCCO2	0.3%	-3%	7	-3	2.9%	i	-32	-50%	0%	-1%	-0.2	77	Dengue-2 NS5 capping pilot replicate=3.9

3 compounds from above, ordered by length of the SMILES, low to high.
SMILES	UTI89 phage lysis	Dengue-2 NS5 capping	WT yeast gro inh	WT yeast gro inh mutant strain	RSV CPE inhibition	Autophagy HCS	Autophagy HCS cell loss 18 h	AID2073	GPR35 antagonists	LYP phosphatase	NTR1 ag	NTR1 ag cell count 20 µM	others
Cc1ccc(C(C)C)c(OCC#CCN2CCCC2)c1	0.5%	-10%	8	12	-2.9%	i	16	-8%	16%	0%	0.3	36
O=C(Cn1c(=S)[nH]c2ccccc2c1=O)N1CCC2(CC1)OCCO2	0.3%	-3%	7	-3	2.9%	i	-32	-50%	0%	-1%	-0.2	77	Dengue-2 NS5 capping pilot replicate=3.9
COC(=O)C1=C(c2cc3ccccc3o2)C[C@@H]2CC[C@H]1N2C(=O)NCCNC(C)=O	0.8%	-4%	.	.	0.0%	.	.	.	.	.	-1.5	83

Source: PubChem

Some of the compounds tested, so the mix of outcomes need not match the whole.
